# EP2 mod = modulates human prostaglandin E2 receptor EP2 signaling; P43116; EP2-expressing cells, cAMP HTRF FRET, PGE2 co-stimulation; induction, % at 25 µM; 260,000 compounds, 0.83% hits; AID 940;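 active = compounds whose cAMP rise, as percent of the full-agonist control response, exceeds 60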;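 note: rat C6 glioma line stably carrying human EP2 under a CMV promoter; the protocol text gives 20 µM as final concentration; 100% = response of wells given 1 µM PGE2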
# Target sequence (P43116 whole entry, looked up): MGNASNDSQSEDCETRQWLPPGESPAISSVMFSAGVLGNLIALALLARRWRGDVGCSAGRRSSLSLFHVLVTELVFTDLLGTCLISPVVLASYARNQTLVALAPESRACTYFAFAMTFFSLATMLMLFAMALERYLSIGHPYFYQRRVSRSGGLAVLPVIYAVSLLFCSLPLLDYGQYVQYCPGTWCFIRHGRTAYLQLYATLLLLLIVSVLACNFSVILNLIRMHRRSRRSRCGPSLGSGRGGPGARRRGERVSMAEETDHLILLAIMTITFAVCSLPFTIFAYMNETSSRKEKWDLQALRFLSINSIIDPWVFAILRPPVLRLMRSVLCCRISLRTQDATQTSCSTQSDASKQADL
# * hit, by the source's call. A portion of the library; rates above refer to the full screens.
EP2 mod | Molecule
-126 | C=CCn1c2cc(C)sc2c2cnn(CC(=O)N3CCc4ccccc43)c(=O)c21
-10 | Cc1nc2ccccc2c2nn(CC(=O)Nc3ccccc3-c3ccccc3)c(=O)n12
-75 | COC(=O)[C@H]1CN(C(=O)c2n[nH]c3c2CCCC3)C[C@@H]1c1ccccc1F
-53 | COc1cc(C2C(C#N)=C(N)Oc3n[nH]c(C)c32)cc(Cl)c1OCc1ccccc1C#N (stereo unspecified)
-68 | O=C(CN1CCC(O)(c2cccnc2)CC1)NCCc1c[nH]c2ccccc12
-89 | Cc1ccc2nc3sc(C(=O)NC4CCCC4)c(N)c3cc2c1
-10 | CC(C)(C)NC(=O)C(c1cccs1)N(CCc1ccccc1)C(=O)c1csnn1 (stereo unspecified)
14 | Oc1ccc2c(c1)NCCO2
61* | O=C(Nc1sc(NC(=O)c2cccs2)nc1-c1cccs1)c1ccccc1
-7 | O=C(Cn1nc(C(F)(F)F)c2c1CCC2)NCCc1ccccc1
-105 | Cc1nn(C)cc1S(=O)(=O)N1CCc2cc(Cl)ccc21
-48 | CC(C)(C)OC(=O)N1CCC[C@H]([C@H](O)c2ccc(F)cc2)C1
-92 | CCOC(=O)c1ccc2nc(NC(=O)c3cc(N)cc(N)c3)sc2c1
-28 | Cc1ccc(C2C(C#N)=C(N)Oc3n[nH]c(C(C)(C)C)c32)o1 (stereo unspecified)
-13 | COc1ccc(CN(Cc2ccccc2-n2cccn2)CC2CCCO2)cc1OC (stereo unspecified)
-19 | CCN(CC)CCCNC(=S)N(CCO)Cc1cc2cc(C)c(C)cc2[nH]c1=O
-30 | COCCCn1c(=N)c(C(=O)OC)cc2c(=O)n3cccc(C)c3nc21
-47 | Cc1cccc(NC(=O)CSc2nc3sc4c(c3c(=O)n2C)CCCC4)c1C
66* | CCc1ccc2[nH]c(=O)c(C(c3nnnn3Cc3ccccc3)N3CCCc4ccccc43)cc2c1 (stereo unspecified)
-21 | CC[C@H](Cn1ncc2ccccc2c1=O)NC(=O)c1c(-n2cnnn2)sc2c1CCCC2
24 | CCCn1c(Nc2cccc(C)c2)nc2c1c(=O)n(C)c(=O)n2C
-36 | CC(C)N(C(=O)CSc1ncnc2sc3c(c12)CCCC3)C(C)C
16 | COCCNC(=O)c1cn(C[C@H]2CCCN(C(=O)c3oc(C)nc3C)C2)nn1
-39 | O=C(CN1CCC2(CC1)NC(=O)c1ccccc1O2)Nc1cccc2ccccc12
-20 | C=CCn1c2cc(C)sc2c2cnn(CC(=O)N3CCCC3)c(=O)c21
-24 | O=C(NCCNC(=O)c1ccco1)c1ccccc1
-48 | COc1ccc(-c2ccc(CN(CCN(C)C)Cc3ccncc3)cc2)cc1
47 | COc1ccc(/C=C2\N=C(c3cccs3)OC2=O)cc1OCc1ccccc1
-3 | CC(=O)OCC(OC(C)=O)C(OC(C)=O)C(OC(C)=O)C(OC(C)=O)C(COC(C)=O)OC(C)=O (stereo unspecified)
6 | COc1cccc(OC)c1C(=O)N1CCN(Cc2cccc(F)c2)CC1

# In a second layout: entries from further up
O=C(CN1CCC(O)(c2cccnc2)CC1)NCCc1c[nH]c2ccccc12
  EP2 mod: -68
CCOC(=O)c1ccc2nc(NC(=O)c3cc(N)cc(N)c3)sc2c1
  EP2 mod: -92

# Carrying on:
EP2 mod | Molecule
2 | N#C[C@H]1CN[C@H](N)N[C@@H]1N
-45 | Cc1cc(=O)[nH]c(Nc2ccc(Cl)c(Cl)c2)n1
5 | O=C(Cn1nc(C(c2ccccc2)c2ccccc2)oc1=O)N1CCOCC1
-2 | CC(=O)Nc1ccc(NC(=O)c2cccc(F)c2)nc1
-26 | O=C1COC(c2ccccc2O)=NN1CCCN1CCCC1
-5 | O=c1[nH]c(N2CCCC2)nc2c1CCN(Cc1ccc(N3CCCC3)c(F)c1)C2
-34 | CCOCCCNC(=S)N(CCCO)Cc1cc2ccc(OC)cc2[nH]c1=O
8 | Cc1nonc1OCCN1CCN(c2cnn(-c3ccccc3)c(=O)c2Cl)CC1
-54 | COc1ccc2sc(N)nc2c1
31 | CCOC(=O)CN1C(=O)C2(OCCCO2)c2cc(Br)ccc21
-52 | CCc1ccc(N2CC(C(=O)Nc3ccccc3I)CC2=O)cc1 (stereo unspecified)
-16 | O=C(CN(C(=O)Cn1nnc(-c2ccc(F)cc2)n1)c1ccc2c(c1)OCCO2)NC1CCCC1
19 | COc1ccc(/C(O)=C2/C(=O)C(=O)N(CCCn3ccnc3)C2c2ccncc2)cc1F (stereo unspecified)
-23 | Cn1c(N2CCC(C(=O)Nc3ccc4c(c3)OCCO4)CC2)nc2ccccc21
-43 | Cc1nc2ccccc2n1CC(O)COc1ccc(N)cc1 (stereo unspecified)

# Reprinted from above for reference:
EP2 mod | Molecule
2 | N#C[C@H]1CN[C@H](N)N[C@@H]1N
-45 | Cc1cc(=O)[nH]c(Nc2ccc(Cl)c(Cl)c2)n1
5 | O=C(Cn1nc(C(c2ccccc2)c2ccccc2)oc1=O)N1CCOCC1

# Next part
EP2 mod | Molecule
-20 | COc1cccc(C2(NC(=O)c3cnn4c(C)cc(C)nc34)CCCC2)c1
16 | C1N2CN3CN1CN(C2)C3
-18 | CN(C)c1ccc(-c2nnn(CC(=O)NC3CCCCC3)n2)cc1
-49 | Cc1ccc(NC(=O)Cn2cnc3ccccc32)cc1Cl
-36 | Cc1cnc(C(=O)N[C@H](Cn2nc(-c3ccc(F)c(F)c3)ccc2=O)C(C)C)cn1
-27 | CCOc1ccccc1NC(=O)c1sc(NC(=O)c2ccc(C)cc2)c(C(=O)OC)c1C
-65 | COc1ccccc1CCCNC(=O)c1ccc2c(c1)NC(=O)C(C)(C)O2
-63 | Cc1ccc(C(O)CN2CCC(O)(c3ccccc3C)CC2)cc1C (stereo unspecified)
1 | CCn1c(CNc2ccc(F)cc2)nnc1SCC(=O)Nc1ccc(C)cc1Br
9 | S=C(Nc1ccc(Cl)cc1)N1CCC(c2nc3ccccc3[nH]2)CC1
6 | CC1CC(C)CN(C(=O)CNCc2ccco2)C1 (stereo unspecified)
-72 | COc1cccc(CN2CCN(C(=O)Nc3ccccc3F)[C@@H](C)C2)c1
-29 | c1csc(CCNc2ncnc3sc4c(c23)CCC4)c1
-30 | Cn1ccnc1C1(O)CC2CCC(C1)N2C(=O)NC1CCCCC1 (stereo unspecified)
-33 | CCc1ccc2c(c1)C(c1ccc(OC)c(OC)c1)=NNC(c1cccnc1)=N2
-10 | O=C1CC[C@@H](NCc2cnc(N3CCCCC3)nc2)[C@H](c2cc(F)cc(F)c2)N1
11 | Cc1cc(C)n(-c2cccc(CN(C)CCN3CCCCC3)c2)n1
72* | CCc1cc2c(C)cc(C)cc2nc1SCC(=O)NCc1ccc2c(c1)OCO2
-4 | CCOc1ccc(-c2csc3ncn(CC(=O)OC(C)C)c(=O)c23)cc1
3 | C=C(C)Cc1c(C)[nH]c(=S)[nH]c1=O
-10 | COc1ccc(CN(Cc2coc3ccc(C)cc3c2=O)CC2CCCO2)c(OC)c1 (stereo unspecified)
5 | CCc1ccc2c(c1)C(c1cccnc1)=NNC(c1ccncc1)=N2
47 | Cc1cccc(NC(=O)CSc2nc3cc(C)cc(C)c3cc2C#N)c1
-48 | COc1ccccc1C1(O)CCN(Cc2cnn(-c3ccccc3)c2)CC1
-7 | CCOc1cc(C2C3=C(CCCC3=O)NC3=C2C(=O)CCC3)cc(Cl)c1OC(C)C
-8 | O=S(=O)([O-])CCc1cccc[n+]1CC(O)COc1ccccc1Cl (stereo unspecified)
-41 | CN(C(=O)CN(CCO)CC(=O)N(C)C(C)(C)Cc1ccccc1)C(C)(C)Cc1ccccc1
-38 | COc1ccc(CN[C@@H]2CCC(=O)N[C@H]2c2cccc(F)c2)cc1Cn1ccnc1
24 | Cc1ccc(NC(=O)c2ccccc2C(=O)O)cc1C
2 | Cc1ccc(C)c2[nH]c(=O)c(CN(C(=O)NCc3ccccc3)C3CCCC3)cc12
18 | COc1ccccc1NC(=O)c1sc(NC(=O)Cc2ccc(Cl)cc2)c(C#N)c1C
-81 | O=C(C1CC(c2ccc(Cl)cc2)=NO1)N1CCCC1 (stereo unspecified)
-41 | O=C(COC(=O)CC1Sc2ccccc2NC1=O)NCc1ccc2c(c1)OCO2 (stereo unspecified)
-39 | CCc1nc2sc3c(c2c2nnc(SCC(=O)N4CCc5ccccc54)n12)CCCC3
2 | Cc1nc2sc3c(c2c2nnc(SCC(=O)c4ccccc4F)n12)CCCC3
-36 | Cc1cc(-c2nc3ncccc3o2)ccc1NC(=O)c1ccc2c(c1)OCO2
-26 | O=C(NCc1cccnc1)C1CC(c2ccccc2O)=NO1 (stereo unspecified)
1 | Cc1cccc(-n2c(O)c(C=Nc3ccc(S(=O)(=O)N4CCCCC4)cc3)c(=O)[nH]c2=O)c1
-10 | CCc1cc2c(C)cc(C)cc2nc1SCC(=O)N1CCN(C(=O)c2ccco2)CC1
17 | CCc1ccc(OCCCC(=O)Nc2nncs2)cc1
-19 | COc1ccc(C(=O)N2CCC(c3nc4ccccc4[nH]3)CC2)cc1
13 | Cn1nnnc1SCC1=C(C(=O)O)N2C(=O)C(NC(=O)C(OC=O)c3ccccc3)C2SC1 (stereo unspecified)
-59 | CCCN1CC=C2C(C1)C(c1ccccc1Cl)C(C#N)=C(N)C2(C#N)C#N (stereo unspecified)
2 | COc1ccc(S(=O)(=O)N2CCC(Nc3nc(C)c(C)c(=O)[nH]3)CC2)cc1
-61 | CCn1c(=O)n(CC)c2cc(CN(C)Cc3cc(=O)[nH]c4ccccc34)ccc21
12 | COCCN(C(=O)c1cccs1)C(C(=O)NC1CCCCC1)c1ccc(C)cc1 (stereo unspecified)
-5 | CCC(C)(C)n1nnnc1C(c1cc2c(C)cc(C)cc2[nH]c1=O)N1CCOCC1 (stereo unspecified)
8 | CCC(C)(C)NC(=O)CN(C(=O)CCC(=O)Nc1nccs1)c1ccc(OC)cc1
-12 | COc1cc(NC(=O)CSc2nnc3c(n2)[nH]c2ccccc23)cc(OC)c1
-6 | Cc1ccccc1OCCn1cc(/C=C2/SC(=S)NC2=O)c2ccccc21
19 | CN(C)c1ccc(-c2nnc(SCC(N)=O)n2C)cc1
34 | CCOC(=O)CSc1nnc(COc2ccc(OC)cc2)n1-c1ccc(C)cc1
-87 | COc1ccc(CCNC(=S)N2CCCC(c3nc4ccc(C)cc4[nH]3)C2)cc1OC (stereo unspecified)
6 | COC(=O)c1c(NC(=O)c2ccccc2OC)sc(C(=O)Nc2ccccc2OC)c1C
-8 | Cn1c(=O)[nH]c(=O)c2c1nc(N1CCCC1)n2CCO
-21 | Cc1ccc2c(c1)cc(CN(Cc1ccc3c(c1)OCO3)C(=O)Nc1ccccc1)c1nnnn12
4 | O=C1c2cccc([N+](=O)[O-])c2C(=O)N1c1ncn[nH]1
-84 | O=C(NCCCc1ccccn1)c1cc(-c2ccccn2)n[nH]1
-6 | CCc1ccccc1NC(=O)CSc1nc2c(C)ccc(C)c2cc1C#N
3 | O=C(CN(Cc1ccco1)C(=O)CCC(=O)Nc1nccs1)NCc1ccco1

# Later entries
EP2 mod | Molecule
-19 | COc1ccc2oc(=O)c(C(=O)Nc3ccc(C)cc3)cc2c1
-20 | Cc1sc2ncn3c(SCC(=O)NNC(=O)c4ccccc4)nnc3c2c1C
-21 | COc1ccccc1CN1CCc2c(nc(N3CCCC(C)C3)[nH]c2=O)C1 (stereo unspecified)
0 | O=C(O)c1cccnc1N1CCN(Cc2ccc3c(c2)OCO3)CC1
19 | c1ccc2cc3c(cc2c1)C[N+]1(CCCC1)C3
-18 | C[C@@H](Cn1nnc2ccccc21)NC(=O)Cn1cnc2ccccc2c1=O
-3 | COc1ccc([C@@H]2C[C@H](OC(=O)CCn3c(=O)oc4ccccc43)C(=O)N2C)cc1
-33 | Cc1sc(NC(=O)C2(C)CCCO2)nc1-c1cc2ccccc2oc1=O (stereo unspecified)
-37 | CC(C)c1ccc(C2C3=C(CCCC3=O)NC3=C2C(=O)CCC3)cc1
-106 | CCN1CCCC1CN(Cc1ccccn1)Cc1cccnc1NC (stereo unspecified)
29 | Cc1cccc2cc(CN(Cc3ccc4c(c3)OCO4)C(=O)C3CC3)c3nnnn3c12
-62 | CN(C)CCn1cc(CN2CCC(O)(c3ccccc3F)CC2)c2ccccc21
-9 | COc1ccc(-c2nnc(SCC(=O)NC3CCCCC3C)o2)cc1 (stereo unspecified)
1 | Cc1ccc2oc(C(=O)OC(C)C(C)CN(C)C)cc2c1 (stereo unspecified)
-20 | COc1ccc(C2Nc3ccc(C)cc3-c3cc(C)nn32)cc1 (stereo unspecified)

# Filtered by structure: the compounds so far with a COOH group (three)
EP2 mod | Molecule
24 | Cc1ccc(NC(=O)c2ccccc2C(=O)O)cc1C
13 | Cn1nnnc1SCC1=C(C(=O)O)N2C(=O)C(NC(=O)C(OC=O)c3ccccc3)C2SC1 (stereo unspecified)
0 | O=C(O)c1cccnc1N1CCN(Cc2ccc3c(c2)OCO3)CC1

# Following part.
EP2 mod | Molecule
48 | O=C1Oc2ccccc2C(=O)/C1=C/N1C(=O)N/C(=C\c2ccccc2O)C1=O
-21 | COc1cccc(OC)c1C(=O)Nc1nc2ccc(C)cc2s1
-35 | Nc1nc2nc(SCC(=O)Nc3ccc(Br)cc3)[nH]c2c(=O)[nH]1
-17 | Cc1nc(C)n(CCNC(=O)C2(C)CC(c3ccccc3)=NO2)n1 (stereo unspecified)
14 | COc1ccc(-c2cc(C(F)(F)F)nc(SCCC(=O)Nc3ccc(OC)c(OC)c3)n2)cc1
